12-LOX inh = Primary qHTS assay for inhibitors of human arachidonate 12S-lipoxygenase (ALOX12): Round 2. Potency, µM (titrated, usually from 108 µM), for inactives: top-dose activity change, negative = inhibition, usual class: inhibitors. Polyunsaturated fatty acid lipoxygenase ALOX12 (Homo sapiens), P18054. AID 1671190, 2021. hit rate 1.1% among 580,000. purified 12hLO, xylenol orange hydroperoxide absorbance; also: % is scaled to controls: 0 for no effect and ±100 for the full control effect
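Hydroperoxide product was detected by ferrous iron/xylenol orange as the 573 to 405 nm absorbance ratio. Arachidonic acid at 40 uM (final) was turned over for 30 min at room temperature by 150 nM human 12hLO, pH 7.0 Hepes buffer, after 15 min compound preincubation.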
Vif-A3F inh = qHTS for Inhibitors of Vif-A3F Interactions: qHTS | Potency, µM (doses to about 46.1 µM), for inactives: top-dose activity, negative = active | HeLa A3F-eYFP + Vif (tagged APOBEC3F with the HIV-1 protein that degrades it), YFP fluorescence increase | hit rate 0.2% among 390,000; also: % of control where 0% means no effect; nearly all actives have a fitted effect of over 65% in size
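HeLa cells stably expressing Vif plus C-terminally eYFP-tagged A3F were seeded, incubated overnight at 37 deg C, dosed with compound, incubated overnight again at 37 deg C. Yellow fluorescence (Ex 488/Em 500-530) reported blocked Vif-mediated A3F-eYFP degradation.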
TrxR1 substrate = qHTS Assay for Substrates of Mammalian Selenoprotein Thioredoxin Reductase 1 (TrxR1): qHTS | Thioredoxin reductase 1, cytoplasmic (Rattus norvegicus), O89049 | purified TrxR1 substrate turnover, NADPH consumption readout | Potency, µM (series often up to 114 µM), for inactives: top-dose activity change, negative = substrate turnover | hit rate 0.01% among 390,000 | AID 588456, 2011; also: % is scaled to controls: 0 for no effect and ±100 for the full control effect; nearly all actives have a fitted effect of over 50% in size
Target sequence (O89049 whole entry, looked up): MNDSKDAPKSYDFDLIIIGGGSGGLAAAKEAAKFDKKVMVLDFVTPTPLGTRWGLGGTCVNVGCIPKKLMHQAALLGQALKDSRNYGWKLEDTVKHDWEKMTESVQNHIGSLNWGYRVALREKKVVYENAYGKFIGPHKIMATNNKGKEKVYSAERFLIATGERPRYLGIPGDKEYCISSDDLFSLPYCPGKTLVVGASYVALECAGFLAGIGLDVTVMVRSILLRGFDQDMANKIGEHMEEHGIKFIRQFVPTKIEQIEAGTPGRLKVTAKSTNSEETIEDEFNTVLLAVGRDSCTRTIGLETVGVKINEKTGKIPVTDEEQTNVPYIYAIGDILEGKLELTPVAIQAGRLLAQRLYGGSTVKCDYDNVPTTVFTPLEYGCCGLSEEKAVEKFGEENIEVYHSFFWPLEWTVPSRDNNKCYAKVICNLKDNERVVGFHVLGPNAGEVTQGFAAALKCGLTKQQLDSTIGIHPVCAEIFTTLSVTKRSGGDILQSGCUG
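Rat TrxR1, dispensed at 90 nM, was prereduced with 400 uM NADPH (final) for 5 min at ~22 deg C, then incubated with compound 15 min before 400 uM selenite. A first-read NADPH fluorescence drop versus no-compound background flagged substrates.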
Vif-APOBEC3G blk = qHTS for Inhibitors of Vif-A3G Interactions: qHTS | DNA dC->dU-editing enzyme APOBEC-3G (Homo sapiens), Q9HC16 | Potency, µM (top dose mostly 46.1 µM), without a hit: at the top dose activity, negative = active, hits mostly inhibitors | AID 602310, 2012 | hit rate 0.076% among 410,000 | HeLa A3G-eYFP + Vif (tagged APOBEC3G with the HIV-1 protein that degrades it), YFP fluorescence, overnight;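 also: % is scaled to controls: 0 for no effect and ±100 for the full control effect; nearly all actives have a fitted effect of over 60% in size; hits raise eYFP signal because A3G escapes Vif-driven loss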
Target sequence (Q9HC16 whole entry, looked up): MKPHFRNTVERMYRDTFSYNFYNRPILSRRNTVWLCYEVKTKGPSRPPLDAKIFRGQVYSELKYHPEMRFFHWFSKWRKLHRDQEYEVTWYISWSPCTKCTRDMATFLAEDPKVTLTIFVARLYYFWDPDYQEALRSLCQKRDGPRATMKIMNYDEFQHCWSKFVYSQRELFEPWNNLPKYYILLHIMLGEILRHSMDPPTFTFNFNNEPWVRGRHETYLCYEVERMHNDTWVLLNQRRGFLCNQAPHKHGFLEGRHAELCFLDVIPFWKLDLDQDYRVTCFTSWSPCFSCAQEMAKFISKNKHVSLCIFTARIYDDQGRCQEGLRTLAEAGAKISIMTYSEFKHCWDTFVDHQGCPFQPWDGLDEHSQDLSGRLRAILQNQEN
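HeLa cells stably expressing Vif and C-terminally eYFP-tagged A3G, seeded overnight at 37 deg C, then exposed to compound by pintool overnight at 37 deg C. Rise in yellow fluorescence (Ex 488/Em 500-530, Acumen) marks blocked Vif-driven A3G degradation.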
RGS4 inhibitor = Inhibitors of Regulator of G Protein Signaling (RGS) 4: qHTS | Regulator of G-protein signaling 4 (Homo sapiens), P49798 | Transcreener GDP fluorescence polarization, RGS4-accelerated GTP hydrolysis | Potency, µM (series often up to 114 µM), for the others: at the top dose activity change, negative = inhibition, most hits filed as inhibitors | hit rate 0.039% among 390,000 | AID 504845, 2011; also: % is scaled to controls: 0 for no effect and ±100 for the full control effect; nearly all actives have a fitted effect of over 75% in size; some results filed as inactive show a strong effect at the top dose
Target sequence (P49798 whole entry, looked up): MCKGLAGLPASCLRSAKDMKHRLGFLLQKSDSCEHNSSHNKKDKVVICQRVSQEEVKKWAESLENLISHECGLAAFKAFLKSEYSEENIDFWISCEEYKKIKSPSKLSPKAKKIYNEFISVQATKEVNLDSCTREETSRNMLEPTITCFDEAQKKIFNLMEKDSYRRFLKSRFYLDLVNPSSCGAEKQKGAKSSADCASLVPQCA
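MLSMR compounds (23 nl, pin-transferred) preincubated 10 min at room temperature with a 500nM (2x) first reagent, then RGS4 at 900nM (2x) plus Transcreener GDP mix added; fluorescence polarization (620/688 nm) read before and after 90 min at 30 °C.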
USP1 inh = Inhibitors of USP1/UAF1: Primary Screen. recombinant USP1/UAF1, Ub-Rhodamine cleavage fluorescence. Potency, µM (highest dose often 57.1 µM), for the others: top-dose activity change, negative = inhibition, actives largely listed as inhibitors. Ubiquitin carboxyl-terminal hydrolase 1 (Homo sapiens), O94782. hit rate 0.23% among 390,000; also: % is scaled to controls: 0 for no effect and ±100 for the full control effect; nearly all actives have a fitted effect of over 60% in size; inactives centre near -12
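Step one: compound is pinned into 1nM USP1/UAF1 in HEPES pH 7.8 buffer with TCEP. Step two: 15 min room-temperature incubation. Step three: Ub-Rho (150nM final) starts cleavage, tracked by fluorescence over six one-minute reads.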
RXFP1 ag = qHTS Assay for Agonists of the Relaxin Receptor RXFP1; HEK293T-RXFP1 cAMP TR-FRET, 30 min; response scale: percent of porcine relaxin response, buffer zero; Potency, µM (doses to about 57.5 µM), without a hit: top-dose activation, usual class: activators; hit rate 0.3% among 370,000; also: % is scaled to controls: 0 for no effect and ±100 for the full control effect; nearly all actives have a fitted effect of over 60% in size; many of its hits are not listed in these tables
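HEK293T cells stably expressing RXFP1 were pretreated with the PDE4 inhibitor Ro 20174, exposed to compounds for 30 min at 37C, lysed, and cAMP was read by TR-FRET. Data normalized to buffer (basal) and 29 nM porcine relaxin (100%).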
TrxR1 inh = qHTS Assay for Inhibitors of Mammalian Selenoprotein Thioredoxin Reductase 1 (TrxR1): qHTS | AID 588453, 2011 | Potency, µM (titrated, usually from 114 µM), for inactives: at the highest dose activity change, negative = inhibition, usual class: inhibitors | hit rate 1% among 390,000 | recombinant rTrxR1, NADPH fluorescence consumption, selenite substrate; also: % is scaled to controls: 0 for no effect and ±100 for the full control effect; nearly all actives have a fitted effect of over 65% in size
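Rat TrxR1 (90 nM in the dispensed reagent) was pre-reduced with 400 uM NADPH for 5 min at room temperature, then incubated with compound for 15 min. After 400 uM selenite was added, NADPH fluorescence (Ex 340/Em 450 nm) was followed for 8 min.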
mIDH1 inhibitor = qHTS for Inhibitors of mutant isocitrate dehydrogenase 1 (IDH1): qHTS; Isocitrate dehydrogenase [NADP] cytoplasmic (Homo sapiens), O75874; IDH1-R132H enzyme, NADPH consumption, diaphorase/resazurin fluorescence; Potency, µM (titrated, usually from 76.6 µM), for inactives: top-dose activity change, negative = inhibition, hits mostly inhibitors; hit rate 0.093% among 390,000; also: % is scaled to controls: 0 for no effect and ±100 for the full control effect; nearly all actives have a fitted effect of over 65% in size
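IDH1-R132H (0.5 ug/mL) preincubated 30 min with compound, then NADPH (0.016 mM) and alpha-KG (2 mM) added; 80 min at RT, pH 7.5. Remaining NADPH coupled via diaphorase/resazurin to fluorescence (540/590 nm); concentration-response curves normalized to no-enzyme control.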
An asterisk follows results filed as active; ? = inconclusive; . = not tested or not shown; & = joins results of further samples; [ ] = dose if it differs, or a comment. Calls follow the shape of the dose curve; as a rule, active = well fitted curve in the direction sought with a large enough effect; inconclusive = small, poorly fitted or top-dose-only effect, or another doubt; inactive = no such curve, though single readings can be large; an effect the other way counts as inactive or inconclusive. Potency is read from the fitted curve at half-maximal effect.

SMILES | 12-LOX inh | Vif-A3F inh | TrxR1 substrate | Vif-APOBEC3G blk | RGS4 inhibitor | USP1 inh | RXFP1 ag | TrxR1 inh | mIDH1 inhibitor
COc1ccc(CCNC(=O)C2(c3cccs3)CCOCC2)cc1OC | 0% | 1% | 3%[57.1 µM] | 3% | -9% | ? | 0.4% | 22%[57.1 µM] | 11%
O=C(CN1CCOc2ccccc21)NCc1ccco1 | 11%[57.4 µM] | 4% | 0%[57.1 µM] | -5% | -13% | -5% | 2.3% | -2%[57.1 µM] | 1%
O=c1ccn2c(n1)SC(c1ccccc1)C2 (configuration not stated) | 5% | -7% | . | 1% | . | -28% | . | . | -1%
Cc1ccc(C(=O)N2CCCC(C(=O)c3ccc(Oc4ccccc4)cc3)C2)cn1 (configuration not stated) | 1% | 22% | 3% | -1% | -20% | -12% | 0.6% | 18%[11.4 µM] | 12%
COc1ccc(NC(=O)CCCc2nc(-c3ccco3)no2)c(OC)c1 | -9% | 1% | -1% | 4% | -8% | 12% | 0.4% | 10% | 9%
O=c1c2ccccc2oc2cc(C#CC3(O)CCCCC3)ccc12 | 2% | 2% | 0% | 4% | -19% | ? | . | 6% | 9%
Cc1c(Cl)cccc1S(=O)(=O)N1CCC(C(=O)NNC(=O)C2CC2)CC1 | -2% | 4% | 8%[57.1 µM] | -5% | 6% | -19% | 1.5% | 19% | 23%
O=S(=O)(Nc1cc(S(=O)(=O)N2CCOCC2)ccc1N1CCOCC1)c1ccc2c(c1)OCCO2 | -12% | 0% | 2% | -4% | -12% | -19% | 1.4% | 11% | -7%
O=C(CSc1nnc(SCc2ccccc2)s1)NNC(=S)Nc1ccccc1 | ? | 1% | -4% | 2% | -34% | -14% | -1.1% | -31%[57.1 µM] | 2%
COc1ccc(C2=CC(c3ccco3)n3ncnc3N2)cc1 (configuration not stated) | . | ? | 50%[activator] | -27% | -26% | ? | 12% | ? | 4%
Cc1cc(C)c2oc(-c3cccc(N)c3)nc2c1 | 17% | -8% | 51%[activator] | -25% | 22% | -14% | -3.3% | 11% | -6%
CC(NCc1cccnc1)c1ccccc1 (configuration not stated) | ? | -4% | -2%[57.1 µM] | -3% | -5% | 6% | -0.5% | 5%[57.1 µM] | -2%
COc1ccc(/C=C2\SC(=S)N(N3CCOCC3)C2=O)c(OC)c1 | 27% | 6% | -1% | -7% | 4% | -19% | -2.8% | 7% | -9%
Brc1ccc(C2=Nc3ccccc3C(c3ccncc3)=NN2)cc1 | 0% | -1% | -4% | 0% | 10%[56.9 µM] | -14% | -0.3% | 24% | -2%
O=C(C1CCCN(S(=O)(=O)c2cccc3nsnc23)C1)N1CCc2ccccc21 (configuration not stated) | 0% | -2% | 6%[57.1 µM] | 6% | -13% | -20% | 0.0% | 1% | 3%
CN1C(=O)CSc2ccc(NC(=O)N3CCC(N4CCCCC4)CC3)cc21 | -13% | -1% | 0% | -1% | -31% | -3% | 0.1% | -8% | 0%
COc1ccc(-c2cc(-c3ccccc3)c(C#N)c(=S)[nH]2)cc1 | 1% | 1% | -3% | -3% | -29% | -24% | 18% | ? | -6%
CN1CCN(C(=O)c2cnn3c(C(F)F)cc(C4CC4)nc23)CC1 | 3% | 1% | -1% | -4% | 27% | -2% | 1.3% | -8% | 0%
CN1CCCN(S(=O)(=O)c2ccc3c(c2)OCCO3)CC1 | ? | -1% | 2%&-2% | -1%&-1% | 7%&7% | 1% | -0.3% | ? | 3%
Oc1cccc(/C=N/N2CCCCC2)c1O | -18% | 3% | -1% | -8% | -46% | -7% | 2.7% | -15% | 1%
COc1ccc(S(=O)(=O)N(C)c2c(C)n(C)n(-c3ccccc3)c2=O)cc1OC | 55% | 6% | 15%[57.1 µM] | 1% | 18% | 1% | 0.5% | 17%[57.1 µM] | -4%
CC[C@]12c3[nH]c4ccc(OC)cc4c3CCN1C(=O)C(CC(=O)NCc1ccco1)C[C@@H]2C(=O)N1CCN(C(=O)c2ccco2)CC1 (some centres not stated) | 8% | 6% | 2% | 1% | -32% | -13% | . | 8% | -12%
O=C(COC(=O)c1ccco1)NCc1ccccc1Cl | -4% | 9% | 5% | 3% | -13% | -17% | 0.0% | 26% | 8%
Cc1cccc(N2CCN(CC(=O)N(C3CCCC3)C3CCS(=O)(=O)C3)CC2)c1C (configuration not stated) | 6% | -9% | -1% | 1% | -1% | -19% | 0.0% | 13% | 2%
COc1ccccc1N1CCN(CC(=O)Nc2cccc(F)c2)CC1 | 5% | 7% | -9%[57.1 µM] | -6% | -8% | -21% | -2.5% | 8%[57.1 µM] | 8%
The list goes on:
SMILES | 12-LOX inh | Vif-A3F inh | TrxR1 substrate | Vif-APOBEC3G blk | RGS4 inhibitor | USP1 inh | RXFP1 ag | TrxR1 inh | mIDH1 inhibitor
O=C(CNC(=O)Cc1cccc2ccccc12)NCc1ccc(F)cc1 | 15% | 13% | 3%[57.1 µM] | 1% | -20% | -19% | -0.8% | -2%[57.1 µM] | 7%
COc1cccc(CNC(=O)N2CCc3c(sc4c3CCCC4)C2c2ccc(F)cc2)c1 (configuration not stated) | -14% | -3% | 3%[57.1 µM] | -9% | -6% | -28% | -2.2% | 20%[57.1 µM] | -15%
CCn1c(Cc2ccccc2)nnc1SCC(=O)Nc1ccc2c(c1)OCCO2 | 11% | 4% | 2% | -2% | -3% | -10% | -2.2% | 15% | 5%
COc1cccc(N/C(SCc2ccccc2F)=C(/C#N)C(=O)NCc2cccs2)c1 | 9% | 6% | -8% | 0% | -12% | -11% | 2.1% | 1% | -1%
Cc1cccc(OCCSc2nc3ccccc3n2CC(=O)N2CCOCC2)c1C | -16% | 1% | 5% | -4% | 25% | ? | -0.4% | 28% | -2%
Cn1c2c(c(=O)n(C)c1=O)C(c1ccccc1Cl)CC(=O)N2 (configuration not stated) | 11% | 1% | -4% | 3% | 12% | 8% | 0.1% | 14% | 4%
Cc1cc(C)cc(N2Cc3ccccc3C2)c1 | 3%[57.4 µM] | 0% | 4%[57.1 µM] | -1% | -3% | -25% | 1.3% | 4%[57.1 µM] | 12%
CC(C)C(=O)NNc1nc2ccccc2s1 | 1%[57.4 µM] | -11% | 2% | 0% | -3% | -10% | -0.9% | 1% | 5%
c1cncc(CNc2ncnc3ccc(-c4ccc5c(c4)OCCO5)cc23)c1 | ? | 7% | 9% | -7% | ? | . | 2.6% | 4% | .
COc1cc(C(=O)C(O)c2ccc(O)c(OC)c2)ccc1O (configuration not stated) | -2% | 7% | -9% | 6% | 6% | -18% | . | 6%[57.1 µM] | 20%
Cc1cc(C)n(CC(O)Cn2ccc3ccccc32)n1 (configuration not stated) | 16% | 1% | 10% | 2% | 5% | -12% | -2.0% | 14% | 10%
O=S(=O)(NCc1ccccc1)c1cccc2nsnc12 | 0% | 15% | 7% | -1% | -10% | -14% | 3.8% | 20% | 1%
Cc1ccc(NC(=O)CCS(=O)(=O)c2cc(Br)cc3c2N(C(=O)C2CC2)CC3)cc1 | -7% | 6% | 6% | 5% | 16% | -5% | 0.9% | 5% | 13%
Cc1[nH]c2ccccc2c1C(c1ccccn1)N1CCC(C)CC1 (configuration not stated) | 4% | 4% | -6%[57.1 µM] | -8% | -44% | -24% | 1.9% | ? | 3%
Cc1cc(C)c(S(=O)(=O)N(C)CC(=O)NCCN2CCOCC2)c(C)c1 | -22% | -13% | 8% | 0% | 7% | -11% | -0.4% | 18% | 0%
CSc1cccc(NC(=S)N(Cc2ccccc2)Cc2ccccn2)c1 | -8% | 0% | 8%[57.1 µM] | -2% | -19% | ? | 1.5% | 27%[57.1 µM] | 2%
COCCN1CCCC(CNCc2cn(C)nc2-c2ccc(Oc3ccccc3)cc2)C1 (configuration not stated) | -6% | 0% | 6% | 0% | 1% | -1% | -1.4% | 1% | 2%
Cc1cc2nc(CCN(C(=S)NCC(C)C)C3CCCC3)[nH]c2cc1C | ? | 8% | -3%[57.1 µM] | 7% | 3% | -13% | -0.2% | 19% | 3%
CN(C)CCCNc1ncnc2sc(-c3ccccc3)cc12 | ? | -5% | 17% | 0% | 0% | -15% | 0.0% | 13% | -1%
Cc1ccc(N2C(=O)[C@@H]3C(c4cccnc4)=NO[C@@H]3C2=O)cc1 | 0% | -3% | 4% | 4% | -12% | -13% | -3.7% | 45µM* | 2%

Screening data: PubChem, National Center for Advancing Translational Sciences (NCATS)

An excerpt. The share of hits here may be higher or lower than overall.
